M1 ag – activates the M1 muscarinic receptor; AID 626; CHO-M1 cells, Fluo-4 calcium fluorescence, agonist mode; hits give high values; hit rate 3% among 64,000; B-score at 10 µM;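 active means fluorescence rise, raw or as B-score row- and column-corrected plate score, outside the 99.7% band of its plate's samples, either direction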
HEK293 NFkB inh – inhibitors of the PMA/ionomycin-induced NF-kB reporter in HEK293 cells; inhibition, % at 3 µM; hit rate 0.21% among 62,000; AID 465; HEK-293 NF-kB luciferase reporter, luminescence;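 active means inhibition above the mean of all tested compounds plus 3 SD, cut at about 40% in these data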;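 further: 0% = stimulated DMSO wells and 100% = 10 µM reference inhibitor 5653914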
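Material: HEK-293 cells with stable firefly luciferase reporter driven by four HIV NF-kB elements / Also added: PMA plus ionomycin mix as NF-kB-activating stimulus / Compound dosing: 3 µM once, 0.30% DMSO / Times: 1 h pretreatment, 16 h stimulation, 37 °C / Signal: luminescence / Evaluation: per-plate % inhibition versus controls / Benchmarks: DMSO and 10 µM reference inhibitor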
TNAP act DEA – activates human TNAP at intermediate phosphate acceptor concentration; P05186; purified TNAP, CDP-star luminescence, 100 mM DEA, 30 min; hits give high values; scale: 0 levamisole-inhibited, 1 vehicle-only enzyme; activation factor at 20 µM; 64,000 tested, under 10 active; AID 813;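 active means activation factor of at least 2 at 20 µM, relative to controls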
M1 antag – M1 muscarinic receptor (rat) antagonism | P08482 | B-score at 10 µM | hit rate 3.4% among 64,000 | CHO-M1 cells, Fluo-4 calcium, ACh EC80 antagonist mode; hits give low values;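 active means calcium fluorescence response, raw or row-and-column corrected B-score, differing from the plate sample mean either way at a set confidence level, mostly lower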
Target sequence (P08482 whole entry, looked up): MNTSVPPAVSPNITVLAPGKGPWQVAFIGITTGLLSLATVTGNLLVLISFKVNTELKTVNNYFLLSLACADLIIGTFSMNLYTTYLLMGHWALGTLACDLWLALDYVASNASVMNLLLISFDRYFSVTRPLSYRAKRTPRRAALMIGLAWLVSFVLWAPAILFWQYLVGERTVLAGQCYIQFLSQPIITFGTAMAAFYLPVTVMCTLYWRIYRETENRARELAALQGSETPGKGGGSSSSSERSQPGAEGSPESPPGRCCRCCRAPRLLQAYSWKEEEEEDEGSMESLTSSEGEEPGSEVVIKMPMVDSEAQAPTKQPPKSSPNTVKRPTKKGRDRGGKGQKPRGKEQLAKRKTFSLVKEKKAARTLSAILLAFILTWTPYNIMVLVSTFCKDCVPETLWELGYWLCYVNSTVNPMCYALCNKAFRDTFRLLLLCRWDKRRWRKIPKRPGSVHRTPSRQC
D1 allo mod – allosterically modulates the human D1 dopamine receptor. AID 641. B-score at 10 µM. hit rate 5.9% among 58,000. P21728. HEK293 D1, CRE-luciferase, dopamine EC30 potentiation; actives deviate in either direction;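 active means luminescence count or its row- and column-corrected plate score outside the 99.7% band of the plate's sample wells, on either side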
Target sequence (P21728 whole entry, looked up): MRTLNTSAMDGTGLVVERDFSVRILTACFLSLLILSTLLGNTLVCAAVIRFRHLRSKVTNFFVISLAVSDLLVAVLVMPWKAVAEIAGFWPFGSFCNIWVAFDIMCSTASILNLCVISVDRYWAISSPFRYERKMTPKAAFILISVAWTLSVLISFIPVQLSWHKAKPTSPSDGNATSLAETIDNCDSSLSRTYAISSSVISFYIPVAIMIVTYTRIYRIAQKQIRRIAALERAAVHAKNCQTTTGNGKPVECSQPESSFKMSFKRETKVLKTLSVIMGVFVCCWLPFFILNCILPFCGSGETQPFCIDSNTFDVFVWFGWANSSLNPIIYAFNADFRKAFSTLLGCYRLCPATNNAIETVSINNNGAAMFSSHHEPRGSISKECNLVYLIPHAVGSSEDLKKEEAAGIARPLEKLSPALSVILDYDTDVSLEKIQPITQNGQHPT
NADH enzymes – inhibitors of enzymes used to reach an NAD/NADH endpoint; coupled PK/LDH NADH assays, four targets; IC50, µM (doses to about 10 µM), inactives show at the highest dose inhibition; hit rate 0.02% among 65,000;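 active means single-dose screening hits from any of four coupled enzyme assays that gave an IC50 when retested across doses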;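 further: the DPM-DC format reads NADH fluorescence rather than 340 nm absorbance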
SF1 activator – activators of human nuclear receptor SF-1; Q13285; CHO-K1 Gal4-SF-1 LBD luciferase reporter; % increase over DMSO SF-1-specific signal; activation, % at 10 µM; hit rate 1.9% among 65,000; AID 522;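 active means activation above the mean activation of all tested compounds plus 3 SD, cut at about 50% in these data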
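System: CHO-K1 cells with Gal4–hSF-1 LBD chimera plus Gal4-driven luciferase; quantity: 4,000 CHO-K1 cells per well; compound: one dose, 10 µM compound, 1% DMSO; times: 20 h compound treatment, 37 °C; measured by: SteadyLite luciferase luminescence; read-out: percent activation versus DMSO; benchmarks: DMSO and mock-transfected background; replicates: one test per compound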
Jurkat tox 60K – cytotoxicity toward Jurkat cells; AID 463; Jurkat E6.1 viability, ATP luminescence, 48 h; hit rate 1.2% among 56,000; inhibition, % at 4 µM;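 active means inhibition above the mean inhibition of all tested compounds plus 3 SD, cut at about 28% in these data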
Ecoli tolC – blocks growth of E. coli BW25113 tolC mutant; hit rate 2.2% among 65,000; growth inhibition, % at 10 µM (by protocol); OD615; AID 573;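 active means growth inhibition at or above a cutoff equal to the mean over every tested compound plus 3 SD, cut at about 60% in these data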;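 further: growth measured after 20 h incubation at 37 °C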
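System: E. coli ΔtolC::kan strain BW25113; Buffer or medium: LB broth supplemented with 50 µg/mL kanamycin; Compound: 10 µM final, single dose; Incubation: bacterial growth with compound for 20 h at 37 °C; Signal: A615 absorbance measurement; Evaluation: growth inhibition in percent.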
Active calls of the source: *; / = not tested or not shown; [ ] = remark or other dose.

nr	structure	M1 ag	HEK293 NFkB inh	TNAP act DEA	M1 antag	D1 allo mod
1	COc1ccccc1CN1C(=O)CCC1(C)C(=O)NC1CCCCCC1 (configuration not stated)	0.799	9.6	1	-0.27	-0.00103
2	CCCn1c(CN2CCN(c3cccc(Cl)c3)CC2)nc2c1c(=O)n(C)c(=O)n2C	10.6*	19.2	1	-2.49*	-2.83
3	Cc1ccc(NC(=O)N2CCC(C(=O)NCc3ccccc3)CC2)cc1	-0.383	20.0	1	1.28	/
4	CCC1(CC)C(=O)NC(=O)NC1=NCCc1c[nH]c2ccccc12	0.352	1.4	0.9	0.442	-2.15
5	CN1CCN(S(=O)(=O)c2ccc(-c3noc(C4CCN(S(C)(=O)=O)CC4)n3)cc2)CC1	-0.0427	13.9	0.9	-0.321	0.0148
6	Clc1ccc(Cn2cccc2C2=NCCO2)cc1	2.91	8.6	0.8	0.251	0.931
7	O=C(NCc1ccco1)c1cnn2c1NC(c1ccc(Br)cc1)CC2C(F)(F)F (configuration not stated)	-0.98	6.9	0.9	0.581	-0.567
8	O=C(C1CC1)N1CCC(c2nc(-c3ccc(S(=O)(=O)NCC4CCCO4)cc3)no2)CC1 (configuration not stated)	-1.16	25.9	0.8	0.484	-0.669
9	Cc1ccc(-n2c(SCC(=O)N3CCOCC3)nnc2-c2cccnc2)cc1C	-0.21	3.3	0.9	0.215	-0.347
10	COc1c(Cl)cc(-c2noc(C)c2C(=O)NC(C)C)cc1Cl	0.392	5.3	0.9	0.389	0.213

nr	NADH enzymes	SF1 activator	Jurkat tox 60K	Ecoli tolC
1	4.0%	-16.6	-3.2	-12.7
2	6.0%	-19.3	27.9	9.9
3	8.0%	21.3	-5.6	-22.3
4	2.0%	-12.2	0.7	-6.9
5	2.0%	-15.5	-2.0	-18.5
6	6.0%	-9.3	-0.4	26.2
7	2.0%	-3.9	-0.6	67.5*
8	2.0%	-5.5	52.5*	-6.0
9	6.0%	3.4	14.6	6.8
10	4.0%	16.7	-1.9	-6.7

Other records follow.
nr	structure	M1 ag	HEK293 NFkB inh	TNAP act DEA	M1 antag	D1 allo mod
11	COc1ccc2[nH]c(=O)c(CNC3CCCCC3)cc2c1	0.453	2.8	0.8	-0.319	0.316
12	O=c1c(-c2ccccc2)n[nH]c2ccccc12	-0.888	-28.9	1	-0.0789	-2.22
13	CCn1c(Cc2ccccc2)nnc1SCc1nc2ccccc2c(=O)[nH]1	0.17	7.7	0.9	-0.708	0.235
14	COC(=O)C1=C(C)Nc2nnnn2C1c1cccs1 (configuration not stated)	-0.762	2.6	0.8	-0.441	-0.184
15	CCOc1ccc(C(C)=O)cc1CN1C(=O)NC2(CCCCC2C)C1=O (configuration not stated)	0.177	6.8	0.9	-0.577	-0.129
16	CSCC[C@H](NC(=O)C1CCN(S(=O)(=O)c2ccc(C)cc2)CC1)C(=O)NCc1ccco1	0.136	4.6	1	0.0436	-0.0335
17	Cc1cc2c(c(=O)n1CC1CCCO1)C(c1ccco1)C(C#N)=C(N)O2 (configuration not stated)	0.246	16.2	0.9	0.771	-0.396
18	O=C1SC(c2ccccc2)=C/C1=C\N1CCCCC1	-0.0682	8.7	0.8	-1.34	/
19	CC1CCCN(CC(=O)Nc2ccc(S(=O)(=O)N3CCCCCC3)cc2)C1 (configuration not stated)	1.13	7.3	1	-2.14*	-0.00887
20	CCOC(=O)N1CCN(C(=O)c2ccc(N3C(=O)CCC3=O)cc2)CC1	-0.395	6.9	0.8	0.246	0.124

nr	NADH enzymes	SF1 activator	Jurkat tox 60K	Ecoli tolC
11	3.0%[fluoresces]	6.9	1.7	-18.9
12	6.0%	75.3*	7.4	2.7
13	5.0%	7.3	-7.8	5.5
14	4.0%	6.2	-6.5	-8.1
15	7.0%	11.9	0.5	3.1
16	5.0%	14.1	0.1	-8.2
17	7.0%	-8.2	-2.0	-15.5
18	4.0%	17.9	1.2	27.8
19	2.0%	12.3	5.8	5.0
20	1.0%	-20.7	3.4	-5.9

Other results.
nr	structure	M1 ag	HEK293 NFkB inh	TNAP act DEA	M1 antag	D1 allo mod
21	O=C(COc1cccc2cccnc12)N1CCc2ccccc2C1	-0.437	5.5	0.9	0.00377	-0.269
22	O=C(Nc1nnc(-c2ccc3c(c2)CCCC3)o1)C1CCCCC1	-0.144	-5.2	0.9	-0.48	1.3
23	CCCCCCSc1ncc(C#N)c(N)n1	1.66	8.3	0.8	-0.766	1.39
24	O=c1c(-c2ccc3c(c2)OCCO3)coc2c(CN3CCOCC3)c(O)ccc12	1.58	3.6	0.9	0.0559	-0.0662
25	Cn1c(=O)c2c(nc(CN3CCN(c4ccccc4)CC3)n2Cc2c(F)cccc2Cl)n(C)c1=O	1.08	13.9	0.9	0.183	-1.27
26	COc1ccc(CNC(=O)c2cc(-n3cnnc3)ccc2Cl)cc1	-0.407	2.9	1	-0.0161	-0.0532
27	CCOCCCNCC(=O)Nc1ccc(OC(F)(F)F)cc1	-1.19	9.7	0.9	-0.195	/
28	O=C(NC1CC1)C1CCC(=O)N1C1CCCC1 (configuration not stated)	-0.465	15.3	0.8	0.401	-0.134
29	Cc1ccc2nc(N3CCC(C(=O)O)CC3)nc(-c3ccccc3)c2c1	1.71	11.2	1	-0.295	6.51*
30	CC(=O)OC(C)C[N+](C)(C)C (configuration not stated)	53.8*	/	0.8	-11.2*	6.75*

nr	NADH enzymes	SF1 activator	Jurkat tox 60K	Ecoli tolC
21	9.0%	7.6	-8.0	9.2
22	6.0%	6.2	-7.7	11.9
23	7.0%	-2.9	3.6	24.8
24	7.0%[fluoresces]	39.0	5.0	-2.9
25	8.0%	-1.8	-4.7	-9.5
26	9.0%	-16.3	-3.2	-5.0
27	14.0%	3.2	/	-10.4
28	2.0%	6.9	-2.7	-13.0
29	10.0%	2.4	3.0	12.3
30	3.0%	-5.7	/	11.0

(continued)
nr	structure	M1 ag	HEK293 NFkB inh	TNAP act DEA	M1 antag	D1 allo mod
31	Clc1ccc2nc(N3CCNCC3)nc(-c3ccccc3)c2c1	0.0967	/	0.8	-0.445	/
32	c1ccc(CNc2ncnc3nc[nH]c23)nc1	0.299	15.9	0.9	0.109	-0.0728
33	COc1ccc(C(=O)COC(=O)CCN=C2NS(=O)(=O)c3ccccc32)cc1OC	0.012	7.7	1	0.04	4.62*
34	COC(=O)c1ccc(NC(=O)COc2ccc(S(=O)(=O)NC(C)C)cc2)cc1	0.489	9.7	1	1.16	0.846
35	Cc1ccc(CN2C(=O)CCC2C(=O)NCCCN2CCCCC2C)cc1 (configuration not stated)	0.0242	11.1	0.9	-1.16	-1.92
36	O=C(CCN1CCN(c2ccccc2F)CC1)Nc1ccc2c(c1)OCO2	0.405	5.7	0.9	-0.211	-0.0313
37	Cc1ccc2[nH]c(-c3ccccc3)cc(=O)c2c1	0.188	18.2	0.9	-0.693	-0.767
38	CCCn1c(=O)c(-c2ccccc2)c(O)c2ccccc21	0.287	5.0	0.9	0.127	0.93
39	CC1CCc2nn(CC(=O)NC3CCCC(C)C3C)cc2C1 (configuration not stated)	-0.0252	8.9	1	-0.529	-0.0195
40	O=C(NCc1ccco1)C(NS(=O)(=O)c1cccc2nsnc12)c1ccccc1 (configuration not stated)	0.485	2.8	0.9	-2.57	-0.429

nr	NADH enzymes	SF1 activator	Jurkat tox 60K	Ecoli tolC
31	12.0%[fluoresces]	8.4	/	17.6
32	3.0%	7.4	-2.7	-17.4
33	3.0%	3.5	-7.9	-5.3
34	6.0%	18.8	-0.1	-4.5
35	10.0%	5.3	-5.1	-14.9
36	13.0%	-12.7	-2.9	-6.6
37	7.0%[fluoresces]	-13.6	98.4*	-7.2
38	6.0%	-0.8	2.5	5.7
39	4.0%	-16.0	0.7	-5.5
40	5.0%	-26.8	-3.1	4.6

3 structures already listed, arranged by length of the SMILES, lowest first:
nr	structure	M1 ag	HEK293 NFkB inh	TNAP act DEA	M1 antag	D1 allo mod
37	Cc1ccc2[nH]c(-c3ccccc3)cc(=O)c2c1	0.188	18.2	0.9	-0.693	-0.767
39	CC1CCc2nn(CC(=O)NC3CCCC(C)C3C)cc2C1 (configuration not stated)	-0.0252	8.9	1	-0.529	-0.0195
35	Cc1ccc(CN2C(=O)CCC2C(=O)NCCCN2CCCCC2C)cc1 (configuration not stated)	0.0242	11.1	0.9	-1.16	-1.92

nr	NADH enzymes	SF1 activator	Jurkat tox 60K	Ecoli tolC
37	7.0%[fluoresces]	-13.6	98.4*	-7.2
39	4.0%	-16.0	0.7	-5.5
35	10.0%	5.3	-5.1	-14.9

(cont.)
nr	structure	M1 ag	HEK293 NFkB inh	TNAP act DEA	M1 antag	D1 allo mod
41	CN(C)CCOc1nc(-c2ccccc2)nc2c1oc1ccccc12	/	12.5	0.9	/	0.0202
42	CC(=O)N1C(=O)C2(C(C#N)=C(N)Oc3c2c(C)nn3-c2ccccc2)c2ccccc21 (configuration not stated)	-0.404	12.7	0.9	-0.0285	0.767
43	N#CC1=C(N)S[C@H](C(=O)C23CC4CC(CC(C4)C2)C3)[C@H]1c1ccncc1	-0.218	0.5	0.9	-0.095	12.4*
44	CS(=O)(=O)N(CC(=O)NCc1ccco1)c1ccc2c(c1)OCO2	0.652	-6.5	1	0.17	0.36

nr	NADH enzymes	SF1 activator	Jurkat tox 60K	Ecoli tolC
41	4.0%	15.0	8.4	5.6
42	2.0%	2.3	4.8	-3.3
43	3.0%	5.4	7.5	46.5
44	1.0%	-8.2	1.4	-13.1

Of the compounds above, these have a Cl atom.
nr	structure	M1 ag	HEK293 NFkB inh	TNAP act DEA	M1 antag	D1 allo mod
2	CCCn1c(CN2CCN(c3cccc(Cl)c3)CC2)nc2c1c(=O)n(C)c(=O)n2C	10.6*	19.2	1	-2.49*	-2.83
6	Clc1ccc(Cn2cccc2C2=NCCO2)cc1	2.91	8.6	0.8	0.251	0.931
10	COc1c(Cl)cc(-c2noc(C)c2C(=O)NC(C)C)cc1Cl	0.392	5.3	0.9	0.389	0.213
25	Cn1c(=O)c2c(nc(CN3CCN(c4ccccc4)CC3)n2Cc2c(F)cccc2Cl)n(C)c1=O	1.08	13.9	0.9	0.183	-1.27
26	COc1ccc(CNC(=O)c2cc(-n3cnnc3)ccc2Cl)cc1	-0.407	2.9	1	-0.0161	-0.0532
31	Clc1ccc2nc(N3CCNCC3)nc(-c3ccccc3)c2c1	0.0967	/	0.8	-0.445	/

nr	NADH enzymes	SF1 activator	Jurkat tox 60K	Ecoli tolC
2	6.0%	-19.3	27.9	9.9
6	6.0%	-9.3	-0.4	26.2
10	4.0%	16.7	-1.9	-6.7
25	8.0%	-1.8	-4.7	-9.5
26	9.0%	-16.3	-3.2	-5.0
31	12.0%[fluoresces]	8.4	/	17.6

Source: PubChem BioAssay
